Screens (PubChem)
APP transl inh – inhibitors of APP translation via 5'UTR reporter, primary screen, APP 5'UTR luciferase, SH-SY5Y cells. inhibition, % at 2 µM. SH-SY5Y APP 5'UTR-luciferase reporter, luminescence. 190,000 tested, 0.82% active;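 active = inhibition above a set limit, derived from the sample mean plus 3 SD, cut at about 45% in these data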; note: values of inactives mirror those of a sister screen read the other way
STAT1 blocker – STAT1 signaling inhibitors, primary screen, cell-based, HTS, luciferase reporter; 200,000 tested, 0.35% active; NIH 3T3 STAT1-luciferase reporter, IFN-gamma, luminescence; inhibition, % at 5.5 µM;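 active = inhibition above a set limit, the mean inhibition across all tested compounds plus 3 SD, cut at about 34% in these data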;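 note: 0% = IFN-gamma with DMSO and 100% = IFN-gamma with 300 µM nifuroxazide; values of inactives mirror those of a sister screen read the other way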
APP 5'UTR act – activators of APP 5'UTR luciferase reporter, primary screen, SH-SY5Y cells. SH-SY5Y APP 5'UTR luciferase reporter, luminescence; zero percent = DMSO vehicle wells. activation, % at 2 µM. 190,000 tested, 1% active;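 active = activation above a set limit, based on mean plus 3 SD of controls, cut at about 140% in these data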; note: values of inactives mirror those of a sister screen read the other way
STAT1 activator – STAT1 signaling activators, primary screen, cell-based, HTS, luciferase reporter; 200,000 tested, 2.6% active; NIH 3T3 STAT1-luciferase reporter, IFN-gamma, luminescence; 100% = IFN-gamma alone, no compound; activation (% of control), % at 5.5 µM;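 active = activation above the screen-wide mean activation plus 3 SD, cut at about 130% in these data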;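 note: raw ratio to IFN-gamma control signal so 100% means no change and 0% no light; values of inactives mirror those of a sister screen read the other way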
FLuc act counter – FLuc activators, initial screening, artefact control for FLuc-dependent activation tests, biochemical, ATPlite luminescence; activation factor at 10 µM; 200,000 tested, under 10 active; Luciferin 4-monooxygenase (Photinus pyralis), P08659; AID 1027, 2008; ATPlite luciferase biochemical, 10 min; 0 = ATP-free wells, 1 = DMSO control;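 active = luciferase activation factor, scaled between plate controls, of at least 2 with compound at 10 µM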
Target sequence (P08659 whole entry, looked up): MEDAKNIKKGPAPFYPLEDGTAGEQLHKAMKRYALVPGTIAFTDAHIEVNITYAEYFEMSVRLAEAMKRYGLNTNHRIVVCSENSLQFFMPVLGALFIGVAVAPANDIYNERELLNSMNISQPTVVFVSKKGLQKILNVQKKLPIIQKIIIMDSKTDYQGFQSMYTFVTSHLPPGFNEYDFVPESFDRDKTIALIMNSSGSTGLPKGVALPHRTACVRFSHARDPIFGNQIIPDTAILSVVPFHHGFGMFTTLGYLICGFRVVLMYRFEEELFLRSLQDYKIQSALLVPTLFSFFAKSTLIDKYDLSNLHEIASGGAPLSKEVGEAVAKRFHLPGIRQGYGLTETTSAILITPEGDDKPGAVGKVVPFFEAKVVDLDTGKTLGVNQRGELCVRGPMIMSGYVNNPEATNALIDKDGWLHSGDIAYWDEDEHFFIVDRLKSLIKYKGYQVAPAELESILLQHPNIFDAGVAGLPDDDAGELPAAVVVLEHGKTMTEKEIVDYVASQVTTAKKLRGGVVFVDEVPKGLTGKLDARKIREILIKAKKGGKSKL
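Assay system: Luciferase/luciferin detection reagent, cell-free biochemical luciferase assay / Also added: ATP substrate / Schedule: 10 min at ambient temperature / Measured by: luminescence measurement of luciferase light output / Benchmarks: low control with PBS replacing ATP, high control enzyme plus ATP without compound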
STAT3 activator – IL-6 driven STAT3 reporter potentiators, primary screen, U3A cells, luciferase, luminescence, MLSCN library; 190,000 tested, 0.91% active; activation (% of control), % at 5.6 µM; IL-6 STAT3-luciferase reporter; 100% = signal with IL-6 EC80 alone;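 active = activation above the screen-wide mean of compound activation plus 3 SD, cut at about 130% in these data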;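 note: 0% = background luminescence of wells with medium and substrate only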
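Material: STAT3-luciferase reporter U3A cells. Controls: IL-6-treated wells, 100% activation. Read-out: % activation versus median of IL-6-stimulated wells. Probe or stimulus: IL-6 stimulus at 33 ng/mL final. Timing: compound 1 h, then IL-6 6 h at 37 °C. Signal: reporter luminescence signal.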
FLuc inhib CS – firefly luciferase enzyme inhibitors, primary screen, artefact control for luciferase-based inhibitor screens, biochemical, luminescence, ATPLite. Luciferin 4-monooxygenase (Photinus pyralis), P08659. inhibition, % at 10 µM. 10 min. 200,000 tested, 1.5% active;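 active = inhibition above about 50% when tested at 10 µM, limit read from the data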
NF-kB expr up – activators of NF-kB expression in neurons, primary screen, cell-based, HTS. human neuronal cells, NF-kB reporter expression; hits give high values. AID 1239, 2008. fold change at 12.5 µM. 190,000 tested, 1.6% active; in the data active = fold change above about 3.3
STAT3 inh – IL-6 driven STAT3 reporter inhibitors, primary screen, U3A cells, luciferase, luminescence, MLSCN library | IL-6 STAT3-luciferase reporter; host cell line lacks STAT1 | inhibition, % at 5.5 µM | 190,000 tested, 0.89% active | AID 862, 2007;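 active = inhibition above the mean inhibition across all screened compounds plus 3 SD, cut at about 44% in these data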;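 note: 0% = DMSO only wells and 100% = 100 µM nifuroxazide control wells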
ROMK mod – ROMK potassium channel modulators, primary screen, cell-based, thallium flux, MLSMR library; Tet-inducible ROMK, thallium flux fluorescence; actives lie on both sides; B-score at 10 µM; ATP-sensitive inward rectifier potassium channel 1 (Homo sapiens), P48048; 130,000 tested, 2% active; AID 1918, 2009;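 active = signal ratio slope over the read window, or its plate-corrected B-score, at least 3 SD from the plate mean, either direction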;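 note: B-score of the F/F0 ratio slope over 7 to 12 s after thallium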
Target sequence (P48048 whole entry, looked up): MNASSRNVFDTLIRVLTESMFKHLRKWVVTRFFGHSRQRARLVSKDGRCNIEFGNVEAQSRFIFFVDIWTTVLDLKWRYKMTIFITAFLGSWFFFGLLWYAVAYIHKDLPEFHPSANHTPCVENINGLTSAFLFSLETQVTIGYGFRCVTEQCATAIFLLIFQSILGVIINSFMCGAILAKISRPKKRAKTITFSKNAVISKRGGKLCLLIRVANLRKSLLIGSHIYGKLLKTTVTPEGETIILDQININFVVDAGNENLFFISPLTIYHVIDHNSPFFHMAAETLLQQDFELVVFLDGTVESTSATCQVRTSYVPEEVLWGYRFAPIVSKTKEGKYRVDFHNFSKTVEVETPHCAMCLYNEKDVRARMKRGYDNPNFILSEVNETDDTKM
Numbers without * were called inactive; x = no result given.

SMILES	APP transl inh	STAT1 blocker	APP 5'UTR act	STAT1 activator	FLuc act counter	STAT3 activator	FLuc inhib CS	NF-kB expr up	STAT3 inh	ROMK mod
O=C1CN(C(=O)COC(=O)C2CC(=O)N(Cc3ccco3)C2)c2ccccc2N1 (stereo unspecified)	-9	2	9	99	1.1	106	-9	1	0	0.95
Cc1cccc(C(=O)NC(=S)Nc2ccc(S(=O)(=O)N(C)c3ccccc3)cc2)c1	4	5	-3	96	1.1	98	-8	0.79	10	x
Cc1nc2ccccn2c1C(=O)NN=C1CCCC1	-5	-10	5	107	1	102	-4	0.99	-1	0.67
Cc1cc(=O)[nH]c(SCc2cc(=O)n3nc(C)sc3n2)n1	-1	5	1	96	1	102	-3	1.1	3	x
Cc1cc(C)n(C(C)n2nc(C)cc2C)n1	-3	-11	3	110	1	98	-5	0.95	8	x
CCOCCCNC(=O)C(NC(=O)c1ccc2c(c1)OCO2)c1ccc(Cl)cc1 (stereo unspecified)	9	3	-9	96	1.1	101	-7	1	0	0.8
Cc1noc(C)c1C(=O)Nc1ccc(F)cc1	4	1	-4	98	1	99	0	1	5	-1.8
CN1CC(=O)N(CC(=O)Nc2cc(Cl)cc(Cl)c2)C1=O	-18	7	18	92	1.1	87	-5	1	21	-0.43
Cc1cc(C)c(S(=O)(=O)c2c(C)cccc2C)c(Cl)n1	-13	6	13	95	1.1	91	-8	0.93	16	x
O=C(NCc1ccco1)c1ccc(CNc2c(N3CCCCC3)c(=O)c2=O)cc1	19	0	-19	100	1.1	96	-6	1.1	5	0.21
COC(=O)C(C(=O)OC)C(C)C(C(=O)OC)C(=O)OC	16	0	-16	100	1.1	101	-8	0.99	5	0.14
C=C(C)C(=O)Nc1nnc(-c2ccccc2C)s1	-8	-23	8	120	0.8	89	19	1.7	15	0.079
O=C(O)c1cn(Cc2cccnc2)c(=O)c2ccccc12	-9	9	9	91	1.1	89	-5	0.98	17	-0.3
O=C(NC(NC(=S)Nc1ccccc1C(=O)O)C(Cl)(Cl)Cl)c1ccco1 (stereo unspecified)	-6	5	6	95	1.1	98	-5	1.2	2	x
O=C(Cc1c(O)c2ccccc2[nH]c1=O)NC1CCCCCCC1	-5	3	5	96	1	102	-2	1.1	4	x
O=C1c2cccc3cccc(c23)C(=O)N1CCN1CCN(C(=S)Nc2ccccc2)CC1	-2	-8	2	107	1.2	86	-22	0.99	16	x
Cc1ncc([N+](=O)[O-])n1Cc1cccc2ccccc12	-19	-4	19	103	1	101	0	1.4	-4	-0.0029
Cc1ccc(S(=O)(=O)Oc2ccc(/C=C(/NC(=O)c3ccccc3)C(=O)NC(C)C(=O)O)cc2)cc1 (stereo unspecified)	6	3	-6	95	1	98	2	x	7	x
Cc1ccc(-c2csc(NC(=O)C3=COCCO3)n2)cc1	-73	-39	73	136*	1	97	3	2.2	-1	x
CCOc1cc(CNCc2ccncc2)cc(Br)c1OCc1ccc(F)cc1	11	6	-11	96	1	96	-3	0.66	14	x
Cc1ccc(/C=N/NC(=O)CSc2nc3ccccc3n2C)s1	-2	11	2	90	1.1	100	-8	0.96	6	-0.99
CCCCNCc1cccn1-c1ccccc1	2	9	-3	91	1.1	106	-8	1.1	-5	x
O=C(NCCCO)C(=O)NCc1ccncc1	-24	-1	24	99	1	100	-5	1.1	8	1.8
O=C(Nc1nnc(N2CCCCCC2)s1)c1cc(-c2ccc(Br)cc2)on1	4	4	-4	97	1	103	0	1.1	2	x
CCOC(=O)c1nn(-c2ccccc2)c(=O)cc1SC1CCCCC1	17	-5	-17	103	1.1	104	-7	1.1	2	1.8
COCCNC(=O)CN(C)S(=O)(=O)c1ccc2c(c1)OCCO2	0	2	0	98	0.9	99	10	1.7	5	x
CN(C)N=Nc1ccc(S(=O)(=O)N2CCSC2C(=O)O)cc1 (stereo unspecified)	-13	9	13	93	x	90	x	x	15	-0.27
Cc1c(/C(O)=C2/C(=O)C(=O)N(CCN3CCOCC3)C2c2ccccn2)cnn1-c1ccccc1 (stereo unspecified)	-15	90*	15	17	0.9	25	13	0.45	88*	0.11
COc1ccc(Nc2sc(C(=O)Nc3cccc(Cl)c3)c(N)c2C(=O)Nc2ccccc2OC)cc1	1	1	-1	99	1	110	-2	1	-13	0.32
C=CCn1c(CC(C)(C)C)nc2ccccc21	-13	4	13	95	1	103	-2	1.1	7	-0.29
N#C/C(=C\C=C\c1ccccc1)c1nc(-c2ccc3c(c2)OCO3)cs1	2	-8	-2	107	1.1	103	-7	1.4	-1	x
Cn1nccc1C(=O)Nc1sc2c(c1C(N)=O)CCCC2	-33	-50	33	146*	0.8	90	20	1.5	19	0.19
CN(Cc1ccccc1)S(=O)(=O)c1cccc(C(=O)O)c1	-9	-7	9	106	1	106	-4	1.3	6	1.3
O=C(NCC1CCCO1)c1cc2n(n1)C(C(F)(F)F)CC(c1ccc(F)cc1)N2 (stereo unspecified)	-20	5	20	96	1	98	0	1.3	9	x
CCC(=O)Nc1nnc(SCCOC)s1	1	3	-1	97	1	101	-5	0.98	3	x
Cc1cc(C)n(CC(C)Nc2nc3nonc3nc2N2CCCCC2)n1 (stereo unspecified)	8	-6	-8	104	1	102	-1	0.93	0	-0.26
COC(=O)C1=C(C)N(CCC2=CCCCC2)C(=O)C1	10	0	-10	100	1.1	98	-5	1.1	7	x
O=C(CSc1nnc(-c2ccco2)n1Cc1ccccc1)NC(=O)NCc1ccccc1	-6	3	6	97	1.1	103	-7	1.1	0	x
COc1ccc(/C=N/NS(C)(=O)=O)c(OC)c1	-18	-1	18	101	1	102	1	1.2	-2	x
Clc1ccc(OCc2nn3c(-c4ccccc4)nnc3s2)c(Cl)c1	-34	1	34	100	1.1	100	-7	1.4	3	x
O=C(c1ccco1)N1CCN=C1SCc1ccccc1F	x	3	x	97	1	83	0	1.1	29	x
Cc1cc(S(=O)(=O)N2CCCC2)ccc1OCC(=O)NC1CCCC1	8	2	-8	96	1	91	-5	1.1	15	0.64
Cc1ccc(C(=O)c2cccc(N)c2)cc1C	49*	20	-49	82	1	72	-3	0.5	37	-0.47
O=C(Nc1ccc2sccc2c1)c1cccc(N2C(=O)CCC2=O)c1	-13	-42	13	140*	0.8	109	20	1.9	-12	x
CCC1CCC(C(=O)NC(C(=O)Nc2ccc3c(c2)OCCO3)C(C)C)CC1 (stereo unspecified)	-20	2	20	98	1	96	-2	1.1	2	0.58
Cc1ccc(S(=O)(=O)N2CCN(C(=O)N3CCOCC3)C2C)cc1 (stereo unspecified)	-2	5	2	95	1	101	0	1	2	0.62

Exported as a markdown table: entries from further up
| SMILES | APP transl inh | STAT1 blocker | APP 5'UTR act | STAT1 activator | FLuc act counter | STAT3 activator | FLuc inhib CS | NF-kB expr up | STAT3 inh | ROMK mod |
| --- | --- | --- | --- | --- | --- | --- | --- | --- | --- | --- |
| O=C(NCC1CCCO1)c1cc2n(n1)C(C(F)(F)F)CC(c1ccc(F)cc1)N2 (stereo unspecified) | -20 | 5 | 20 | 96 | 1 | 98 | 0 | 1.3 | 9 | x |
| CCC(=O)Nc1nnc(SCCOC)s1 | 1 | 3 | -1 | 97 | 1 | 101 | -5 | 0.98 | 3 | x |
| Cc1cc(C)n(CC(C)Nc2nc3nonc3nc2N2CCCCC2)n1 (stereo unspecified) | 8 | -6 | -8 | 104 | 1 | 102 | -1 | 0.93 | 0 | -0.26 |
| COC(=O)C1=C(C)N(CCC2=CCCCC2)C(=O)C1 | 10 | 0 | -10 | 100 | 1.1 | 98 | -5 | 1.1 | 7 | x |
| O=C(CSc1nnc(-c2ccco2)n1Cc1ccccc1)NC(=O)NCc1ccccc1 | -6 | 3 | 6 | 97 | 1.1 | 103 | -7 | 1.1 | 0 | x |
| COc1ccc(/C=N/NS(C)(=O)=O)c(OC)c1 | -18 | -1 | 18 | 101 | 1 | 102 | 1 | 1.2 | -2 | x |
| Clc1ccc(OCc2nn3c(-c4ccccc4)nnc3s2)c(Cl)c1 | -34 | 1 | 34 | 100 | 1.1 | 100 | -7 | 1.4 | 3 | x |
| O=C(c1ccco1)N1CCN=C1SCc1ccccc1F | x | 3 | x | 97 | 1 | 83 | 0 | 1.1 | 29 | x |
| Cc1cc(S(=O)(=O)N2CCCC2)ccc1OCC(=O)NC1CCCC1 | 8 | 2 | -8 | 96 | 1 | 91 | -5 | 1.1 | 15 | 0.64 |
| Cc1ccc(C(=O)c2cccc(N)c2)cc1C | 49* | 20 | -49 | 82 | 1 | 72 | -3 | 0.5 | 37 | -0.47 |
| O=C(Nc1ccc2sccc2c1)c1cccc(N2C(=O)CCC2=O)c1 | -13 | -42 | 13 | 140* | 0.8 | 109 | 20 | 1.9 | -12 | x |
| CCC1CCC(C(=O)NC(C(=O)Nc2ccc3c(c2)OCCO3)C(C)C)CC1 (stereo unspecified) | -20 | 2 | 20 | 98 | 1 | 96 | -2 | 1.1 | 2 | 0.58 |
| Cc1ccc(S(=O)(=O)N2CCN(C(=O)N3CCOCC3)C2C)cc1 (stereo unspecified) | -2 | 5 | 2 | 95 | 1 | 101 | 0 | 1 | 2 | 0.62 |
